WRN inhibitor: inhibitors of human WRN helicase; hit rate 0.46% among 360,000; AID 651768; WRN helicase unwinding, fluorescent forked duplex, kinetic; Potency, µM (doses to about 114 µM), without a hit: at the top dose activity change, negative = inhibition, hits mostly inhibitors; Q14191; also: potency is read from the fitted curve at half-maximal effect; % is scaled to controls: 0 for no effect and ±100 for the full control effect; nearly all actives have a fitted effect of over 55% in size
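Screening of the MLSMR collection measured strand separation of a quenched forked DNA duplex (100 nM) by 20 nM WRN with 2 mM ATP, all final. Compounds were preincubated with enzyme 15 min at room temperature.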
EPAC1 antagonist: EPAC1 (human) antagonism | O95398 | Potency, µM (highest dose often 115 µM), for the others: at the highest dose activity change, negative = inhibition, usual class: inhibitors | hit rate 0.14% among 360,000 | EPAC1 GEF assay, Rap1b-BODIPY-GDP exchange fluorescence | AID 720709;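 also: potency is read from the fitted curve at half-maximal effect; plate controls were vehicle for no effect and positive control for full effect; nearly all actives have a fitted effect of over 50% in size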
PLK1 PBD block: blocks phosphopeptide binding to human PLK1 polo-box domain; AID 720504; Potency, µM, without a hit: max response, negative = inhibition, hits mostly inhibitors; Plk1 PBD binding of FITC phosphopeptide, fluorescence polarization; P53350; hit rate 2.8% among 360,000; also: potency is read from the fitted curve at half-maximal effect; series mostly up to about 57 µM; % is scaled to controls: 0 for no effect and ±100 for the full control effect; nearly all actives have a fitted effect of over 65% in size
Target sequence (P53350 whole entry, looked up, the tested form may be a part): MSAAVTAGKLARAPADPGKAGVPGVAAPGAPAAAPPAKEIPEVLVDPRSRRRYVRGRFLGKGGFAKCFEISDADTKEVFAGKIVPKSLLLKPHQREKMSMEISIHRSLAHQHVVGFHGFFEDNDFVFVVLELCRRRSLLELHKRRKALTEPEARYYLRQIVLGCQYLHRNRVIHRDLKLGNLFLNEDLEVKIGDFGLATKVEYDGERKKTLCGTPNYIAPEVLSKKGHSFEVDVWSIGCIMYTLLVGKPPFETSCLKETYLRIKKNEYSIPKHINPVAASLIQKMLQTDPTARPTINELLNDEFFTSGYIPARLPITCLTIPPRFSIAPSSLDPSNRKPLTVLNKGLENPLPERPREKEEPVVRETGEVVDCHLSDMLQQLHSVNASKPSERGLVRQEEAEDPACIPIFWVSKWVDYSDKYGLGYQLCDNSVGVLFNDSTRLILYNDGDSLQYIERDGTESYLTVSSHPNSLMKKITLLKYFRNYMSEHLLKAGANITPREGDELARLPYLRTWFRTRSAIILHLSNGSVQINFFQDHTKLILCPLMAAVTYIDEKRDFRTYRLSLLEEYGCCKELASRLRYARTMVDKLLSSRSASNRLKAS
PI5P4Ka inh: inhibitors of human PI5P4K alpha; PI5P4Kalpha enzyme, ADP-Glo luminescence, 60 min; stronger effect = lower value; hit rate 1.2% among 330,000; max response, %; AID 652105; P48426; active = max response of -50% or lower; inconclusive = between -30% and -50%; inactive = -30% or higher; also: value at the top dose of about 77 µM; % is scaled to controls: 0 for no effect and ±100 for the full control effect
Target sequence (P48426 whole entry, looked up): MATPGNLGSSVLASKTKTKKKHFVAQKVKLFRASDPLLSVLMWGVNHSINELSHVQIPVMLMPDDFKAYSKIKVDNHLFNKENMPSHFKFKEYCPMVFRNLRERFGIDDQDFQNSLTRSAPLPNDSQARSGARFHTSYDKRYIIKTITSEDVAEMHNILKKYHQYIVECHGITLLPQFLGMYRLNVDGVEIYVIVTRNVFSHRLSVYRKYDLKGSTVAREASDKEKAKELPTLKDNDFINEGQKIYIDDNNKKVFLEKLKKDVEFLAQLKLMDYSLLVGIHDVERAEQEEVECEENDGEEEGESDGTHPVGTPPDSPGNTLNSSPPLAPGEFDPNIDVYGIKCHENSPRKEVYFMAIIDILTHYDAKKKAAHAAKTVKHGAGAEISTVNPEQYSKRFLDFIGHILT
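Compounds were pin-transferred onto PI5P4Kalpha and substrate in HEPES pH 7.4 buffer with EGTA, CHAPS and 5% DMSO. ATP (5 microM final) started the reaction, which ran 60 minutes at room temperature before ADP-Glo detection.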
EPAC1 agonist: EPAC1 (human) agonism. EPAC1 agonist qHTS, biochemical assay; response scale: 100% = response to 6.5 mM cAMP. hit rate 0.073% among 360,000. O95398. Potency, µM (doses to about 154 µM), for the others: at the top dose activation, actives largely listed as activators; also: potency is read from the fitted curve at half-maximal effect; nearly all actives have a fitted effect of over 60% in size
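Read-out is the fluorescence drop as BODIPY-GDP leaves Rap1B (480 nm excitation, 540 nm emission), recorded every 5 minutes over 30 minutes. Reactions held 100 nM EPAC1, 250 nM Rap1B–BODIPY-GDP and 50 uM GDP, with 6.5 mM cAMP setting full activation.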
CCT modulator: cytosolic chaperonin activity modulation; AID 651819; hit rate 0.3% among 360,000; purified chaperonin ATPase assay, HTRF ADP detection, 30 min; activity change, % (concentration not given with the values), hits read low; in the data active = activity change below about -30%; also: % is scaled to controls: 0 for no effect and ±100 for the full control effect
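Nucleotide hydrolysis assay: TRiC at 20–40 nM final (set by batch activity) with 10 uM ATP, 30 min at 37 °C, in presence of 76 uM compound. Detection by competitive ADP HTRF, 30 min ambient.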
MmCpn inh: M. maripaludis TRiC chaperonin inhibition. purified Mm-Cpn ATPase, ADP Transcreener TR-FRET. Potency, µM (doses to about 76.9 µM), without a hit: at the top dose activity, negative = inhibition, usual class: inhibitors. hit rate 0.031% among 330,000. AID 504842; also: potency is read from the fitted curve at half-maximal effect; % is scaled to controls: 0 for no effect and ±100 for the full control effect; nearly all actives have a fitted effect of over 80% in size
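Measured: ADP formation by purified Mm-CPN. Conditions: 25 nM protein, 10 uM ATP, Tris pH 7.4 with Mg2+, K+ and DTT, 37°C for 30 min. Detection: Transcreener HTRF after 30 min at room temperature.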
EPAC2 antagonist: antagonists of human EPAC2; Potency, µM (titrated, usually from 114 µM), inactives show top-dose activity, negative = inhibition, actives largely listed as inhibitors; Q8WZA2; EPAC2 GEF exchange of Rap1B-BODIPY-GDP, fluorescence; hit rate 0.18% among 360,000; also: potency is read from the fitted curve at half-maximal effect; % is scaled to controls: 0 for no effect and ±100 for the full control effect; nearly all actives have a fitted effect of over 45% in size; many of its hits are not listed in these tables
An asterisk follows results filed as active; ? = inconclusive; . = no result given; [ ] = remark or other dose. Unless noted, calls follow the shape of the dose curve; as a rule, active = well fitted curve in the direction sought with a large enough effect; inconclusive = small, poorly fitted or top-dose-only effect, or another doubt; inactive = no such curve, though single readings can be large; an effect the other way counts as inactive or inconclusive. These rows are one share of the data, so the mix of outcomes need not match the whole.

WRN inhibitor | EPAC1 antagonist | PLK1 PBD block | PI5P4Ka inh | EPAC1 agonist | CCT modulator | MmCpn inh | EPAC2 antagonist | compound
4.0% | 1.6% | -9.5% | . | 7.8% | -1.3 | 3.8% | 0.0% | Cc1cccc(-n2nnnc2SCn2nnc3ccccc3c2=O)c1
-5.4% | 2.0% | -12.2% | -23.6 | 3.4% | 0.7 | 3.1% | 4.0% | CCN(c1ccc(OC)cc1)S(=O)(=O)c1nnc(NC(=O)COc2ccc(C)cc2)s1
-28.7%[11.6 µM] | -20.1% | 13.4µM* | -60.5* | -8.9% | 1.8 | 3.1% | 31.4%[activator] | COc1cc(/C=C/[N+](=O)[O-])ccc1OC(=O)c1cc2ccccc2oc1=O
31.6µM* | -29.6% | ? | -76.2* | -7.1% | 1.0 | -1.8% | -6.3% | Cc1cc(NC(=O)CSc2cn(CCNC(=O)c3ccccc3)c3ccccc23)no1
8.4% | 2.2% | -6.4% | -0.7 | 3.9% | -1.5 | 0.1% | 2.8% | CCc1nc(SCC(=O)c2ccccc2)c2c(=O)n(C)c(=O)n(C)c2n1
4.3% | 1.8% | -8.3% | 3.8 | -3.2% | 1.2 | 0.6% | 0.4% | Cc1cc(=O)[nH]c2c1cnn2C(C)c1ccccc1 (stereo not given)
6.2% | 6.1% | -7.0% | -4.9 | -4.6% | 1.0 | -1.9% | -3.6% | CC(C)(C)NC(=O)c1cc2c(ccc3ccccc32)oc1=O
-6.0% | -1.1% | -4.0% | -10.1 | 9.9% | -2.4 | 0.8% | -0.5% | CCc1ccc(C(=O)COC(=O)c2cccc(N3C(=O)c4c(C)nc5ccccc5c4C3=O)c2)cc1
-28.4%[57.1 µM] | -23.5% | -4.9% | 0.0 | 10.8% | -0.3 | -1.6% | -12.4% | COc1ccc(C2N(Cc3ccccc3)CC(=O)N2/N=C(\C)c2ccccc2)cc1 (stereo not given)
2.7% | 7.0% | -0.3% | 0.1 | -5.2% | 2.6 | -1.4% | 7.3% | CC(C)CN(CC(C)C)C(=O)CC(=O)NC(=O)c1ccc(Cl)cc1
-4.5% | -10.8% | -14.0% | 4.2 | 4.3% | -1.9 | -0.5% | -3.0% | O=C(Cn1cnc(Cl)c1Cl)c1ccc(F)cc1
-14.3% | -11.7% | -10.7% | -14.2 | -0.2% | 0.1 | -1.9% | 13.3% | C=CCn1c(Cc2ccccc2)n[nH]c1=S
-0.3% | -0.9% | -6.4% | . | 5.3% | 1.9 | -0.8% | -2.2% | Cc1ccc(/C(COc2ccccc2O)=N\O)cc1
9.8% | -15.1% | -5.0% | -1.8 | -4.9% | 1.2 | 0.6% | -0.6% | c1ccc(-n2nnnc2-n2ccnc2)cc1
-27.4% | 12.1% | -8.8% | 9.7 | 0.9% | -0.9 | -1.1% | 9.2% | Cc1cc(C)cc(N2CN=C3SCC(=O)N3C2)c1
-32.6% | 6.3% | -6.1% | ? | 2.6% | 0.3 | -1.4% | 3.7% | Cn1c(=O)c2c(SCC(=O)NCc3ccco3)nc(-c3ccccc3Cl)nc2n(C)c1=O
5.9% | -3.4% | 0.9% | 1.5 | 5.8% | 1.0 | -1.1% | 2.7% | CN(Cc1ccccc1)C(=O)c1nn2cccnc2c1Cl
5.4% | 8.1% | -8.7% | . | -1.4% | -2.5 | 0.6% | 8.2% | CC(Sc1nnc2ccccn12)C(=O)Nc1ccc(Cl)cn1 (stereo not given)
3.7% | 6.5% | -9.4% | . | 8.4% | -1.6 | -2.3% | 1.5% | Cc1ccc(CNc2cnccn2)cc1
-4.7% | -10.4% | -0.8% | 0.2 | 7.1% | -0.4 | -17.2% | -7.7% | Cn1c2ccccc2c(=O)c2cc(C#Cc3cccc(N)c3)ccc21

Some of these compounds in order of molar mass, highest first:
WRN inhibitor | EPAC1 antagonist | PLK1 PBD block | PI5P4Ka inh | EPAC1 agonist | CCT modulator | MmCpn inh | EPAC2 antagonist | compound
-6.0% | -1.1% | -4.0% | -10.1 | 9.9% | -2.4 | 0.8% | -0.5% | CCc1ccc(C(=O)COC(=O)c2cccc(N3C(=O)c4c(C)nc5ccccc5c4C3=O)c2)cc1
-32.6% | 6.3% | -6.1% | ? | 2.6% | 0.3 | -1.4% | 3.7% | Cn1c(=O)c2c(SCC(=O)NCc3ccco3)nc(-c3ccccc3Cl)nc2n(C)c1=O
31.6µM* | -29.6% | ? | -76.2* | -7.1% | 1.0 | -1.8% | -6.3% | Cc1cc(NC(=O)CSc2cn(CCNC(=O)c3ccccc3)c3ccccc23)no1
2.7% | 7.0% | -0.3% | 0.1 | -5.2% | 2.6 | -1.4% | 7.3% | CC(C)CN(CC(C)C)C(=O)CC(=O)NC(=O)c1ccc(Cl)cc1
-4.7% | -10.4% | -0.8% | 0.2 | 7.1% | -0.4 | -17.2% | -7.7% | Cn1c2ccccc2c(=O)c2cc(C#Cc3cccc(N)c3)ccc21
-27.4% | 12.1% | -8.8% | 9.7 | 0.9% | -0.9 | -1.1% | 9.2% | Cc1cc(C)cc(N2CN=C3SCC(=O)N3C2)c1
4.3% | 1.8% | -8.3% | 3.8 | -3.2% | 1.2 | 0.6% | 0.4% | Cc1cc(=O)[nH]c2c1cnn2C(C)c1ccccc1 (stereo not given)
-14.3% | -11.7% | -10.7% | -14.2 | -0.2% | 0.1 | -1.9% | 13.3% | C=CCn1c(Cc2ccccc2)n[nH]c1=S

Carrying on:
WRN inhibitor | EPAC1 antagonist | PLK1 PBD block | PI5P4Ka inh | EPAC1 agonist | CCT modulator | MmCpn inh | EPAC2 antagonist | compound
-1.4% | -6.5% | 3.3% | 3.3 | 0.9% | 0.2 | . | 6.6% | Cc1ccc2ccccc2c1C(O)c1ncc(-c2cccc(F)c2)[nH]1 (stereo not given)
4.1% | -5.4% | -1.0% | 1.2 | -2.3% | 2.4 | 0.6% | 6.2% | CCCCc1ccc(NC=C2C(=O)OC3(CCCCC3)OC2=O)cc1
-1.5% | 3.7% | -7.8% | 3.3 | 9.4% | -0.4 | . | -10.5% | O=C(NC(c1ccccc1)c1ccsc1)C1CCN(Cc2ccc(Oc3ccccc3)cc2)CC1 (stereo not given)
1.2% | -20.6% | -10.9% | 2.2 | 0.1% | -4.7 | -1.6% | 7.0% | O=C1CCC(=O)N1CC(=O)N1CCCc2ccccc21
-0.3% | -13.6% | -12.7% | 0.2 | 5.1% | -1.8 | . | 3.8% | COC(=O)C[C@H](NC(=O)Cn1cc(C)c(=O)[nH]c1=O)C(=O)OC
0.5% | -25.8% | -0.6% | 3.7 | -10.0% | 0.6 | 0.5% | -3.1% | COc1ccccc1CN1C[C@@H]2C[C@@H](c3[nH]c4c(C)cccc4c3C)N3CCC[C@@]23C1=O
3.0% | -8.5% | 2.4% | -1.0 | 0.1% | 0.2 | 1.4% | 11.5% | COCc1nnc(NC(=O)CCc2ccc(OC)cc2)s1
-7.9% | -17.0% | -12.7% | -5.3 | 6.3% | -1.8 | -0.5% | -0.2% | COc1ccc(/C=C/C(=O)c2ccccc2O)cc1CN1CCOCC1
-3.6% | -8.9% | -16.5% | -17.9 | -4.4% | -0.4 | -14.9% | -9.9% | COc1ccccc1-n1c(SCC(=O)Nc2ccc(F)cc2)nc2c(c1=O)SCC2
6.4% | -1.1% | -6.6% | -9.0 | 0.3% | -1.7 | 0.9% | -2.2% | CCCCNC(=O)Nc1nnc(-c2ccccc2)o1
9.3% | -4.5% | -13.1% | -0.3 | 14.2% | -3.6 | -0.7% | 0.3% | CCCCCc1c(C)nc(N2CCN(Cc3ccc4c(c3)OCO4)CC2)[nH]c1=O
5.3% | -4.6% | -5.2% | -2.5 | 5.2% | -1.2 | -2.0% | 17.4% | CC(C)Oc1ccc(C(CC(=O)N2CCOCC2)C(C)C)cc1 (stereo not given)
-6.1% | 1.2% | -15.0% | -7.6 | 7.8% | -2.4 | -1.6% | -3.9% | CC(=O)c1c(C)[nH]c(C(=O)OCC(=O)NNC(=O)c2ccc([N+](=O)[O-])cc2)c1C
-2.7% | -1.8% | -5.5% | -9.6 | -1.7% | -0.2 | 0.5% | 1.4% | CC(=O)c1c(C)n(-c2cccc(Cl)c2)c2ccc(O)cc12
-6.6%[11.6 µM] | -8.3% | 0.1% | -8.4 | -4.4% | -1.4 | -2.6% | 2.9% | O=C(/C=C/c1ccccc1Cl)Nc1cccnc1
-5.7% | -7.1% | -4.0% | -1.5 | 8.5% | 0.4 | -2.0% | -11.0% | Nc1ncc(Br)cc1S(=O)(=O)NCCC(=O)NCCc1ccccc1
-4.5% | ? | -2.2% | -0.2 | -3.2% | 0.1 | . | -5.9% | CC(=O)C1CCC2C3CCC4CC(=O)CCC4(C)C3C(O)CC12C (stereo not given)
-1.8% | -2.9% | -2.8% | -0.6 | -4.8% | -1.4 | 1.7% | 34.0%[activator] | O=C1CCC([N+](=O)[O-])C(c2ccccc2F)N1 (stereo not given)
4.0% | 9.5% | -2.2% | 8.9 | 9.6% | 0.1 | 1.5% | 12.5% | COC(=O)[C@H]1C[C@H](C(=O)O)[C@@H](C)C1(C)C
-1.5% | -1.2% | -2.0% | 4.1 | 6.0% | -0.1 | -0.1% | -4.9% | CC(=O)c1cccc(NC(=O)COC(=O)Cc2ccc(Cl)cc2)c1
-6.7% | -11.3% | 2.6% | 7.8 | -17.2% | -2.3 | -0.6% | -16.7% | Cc1ccc(OCCC(=O)OCC(=O)NC2CCCC(C)C2C)cc1 (stereo not given)
-1.4% | 7.1% | -10.8% | 1.0 | 4.5% | -3.7 | -5.3% | -1.7% | C=CCn1c(SCC(=O)NCC2CCCO2)nnc1-c1ccncc1 (stereo not given)
2.6% | -11.2% | -1.5% | -0.2 | -0.2% | -3.4 | 0.1% | -5.6% | CC(=O)c1cc(F)c(N2CCCCCC2)cc1C
14.7% | 2.3% | 0.7% | -1.7 | -9.1% | -0.3 | 1.0% | -5.5% | CC(C)(C)NC(=O)CSc1nnnn1C(C)(C)C
-7.3% | -2.4% | -3.1% | 9.4 | 7.3% | -0.2 | 2.2% | -10.1% | Cc1noc(C)c1COC(=O)c1cccc(S(=O)(=O)N2CCCCCC2)c1
9.8% | 9.4% | 0.0% | 2.5 | 7.0% | -1.4 | 1.3% | -2.8% | CNc1ccc([N+](=O)[O-])cc1-c1nc2ccccc2[nH]c1=O
-1.6% | 3.6% | -2.2% | -5.3 | -4.0% | -10.0 | -1.4% | -2.3% | COc1ccc(S(=O)(=O)N2CCCCC2)cc1NC(=O)c1ccc(OC)c(OC)c1

Screening results from PubChem.
